# Assay outcomes (PubChem)
# Mtb FBA inh = Mtb fructose-bisphosphate aldolase inhibition; P9WQA3; purified M. tuberculosis FBA, fluorescence read-out; inhibition, % at 1 µM; actives 2.3% (n = 360,000); AID 588726; in the data active means inhibition above about 27%;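 further: 0% = vehicle and 100% = reference inhibitor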
# Target sequence (P9WQA3 whole entry, looked up): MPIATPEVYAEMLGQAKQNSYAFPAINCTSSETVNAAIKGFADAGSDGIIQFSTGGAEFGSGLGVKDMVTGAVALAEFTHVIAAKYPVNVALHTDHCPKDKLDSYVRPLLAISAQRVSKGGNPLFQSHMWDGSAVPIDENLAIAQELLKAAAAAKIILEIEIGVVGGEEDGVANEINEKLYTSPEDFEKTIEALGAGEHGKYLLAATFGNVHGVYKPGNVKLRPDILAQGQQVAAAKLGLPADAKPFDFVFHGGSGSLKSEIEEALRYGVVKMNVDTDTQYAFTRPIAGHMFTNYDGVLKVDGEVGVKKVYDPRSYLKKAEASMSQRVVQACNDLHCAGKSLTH
# BoNT F protease = BoNT F light chain protease inhibition | Multiplex microsphere protease cleavage assay, flow cytometry | inhibition, % at 10 µM | actives 0.22% (n = 360,000); in the data active means inhibition above about 35%, passing the limit was not always enough; inconclusive means no clear call, values can overlap the other calls; further: plate controls were buffer without enzyme for full effect and enzyme alone for no effect
# Mtb BioA inh = inhibitors of Mycobacterium tuberculosis BioA enzyme; inhibition, % at 9.99 µM; actives 0.096% (n = 360,000); purified M. tuberculosis BioA enzyme, plate reader; AID 602481; in the data active means inhibition above about 40%; inconclusive means no clear call, values can overlap the other calls
# FadD28 FP inh = blocks FadD28 binding to the bisubstrate probe | fluorescence polarization | inhibition, % at 12.5 µM | actives 0.22% (n = 360,000); in the data active means inhibition above about 8.5%, passing the limit was not always enough; inconclusive means no clear call, values can overlap the other calls
# BoNT A protease = BoNT A light chain protease inhibition; multiplex microsphere protease substrate cleavage, flow cytometry; inhibition, % at 10 µM; actives 0.17% (n = 360,000); AID 588499; in the data active means inhibition above about 30%; inconclusive means no clear call, values can overlap the other calls; further: plate controls were buffer without enzyme for full effect and enzyme alone for no effect
# GDH-TPI counter = counter-screen for M. tuberculosis FBA inhibitors: GDH-TPI coupled enzymes | GDH-TPI coupled enzyme counterscreen, NADH absorbance | inhibition, % at 4.8 µM | actives 1.2% (n = 360,000);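 further: 0% = DMSO wells and 100% = wells lacking the enzyme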
# PrPC TRFRET = cell surface PrPC inhibition, primary TR-FRET screen; P04156; TR-FRET read-out; inhibition, % at 13.8 µM; actives 0.43% (n = 370,000); AID 720596; in the data active means inhibition above about 24%; further: 0% = median of the test wells and 100% = reference compound wells
# UGM FP inh = inhibitors of M. tuberculosis UDP-galactopyranose mutase; P9WIQ1; purified UGM, fluorescence polarization probe displacement; inhibition, % at 10 µM; actives 0.06% (n = 320,000); AID 504406; in the data active means inhibition above about 10%, passing the limit was not always enough; inconclusive means no clear call, values can overlap the other calls
# Target sequence (P9WIQ1 whole entry, looked up): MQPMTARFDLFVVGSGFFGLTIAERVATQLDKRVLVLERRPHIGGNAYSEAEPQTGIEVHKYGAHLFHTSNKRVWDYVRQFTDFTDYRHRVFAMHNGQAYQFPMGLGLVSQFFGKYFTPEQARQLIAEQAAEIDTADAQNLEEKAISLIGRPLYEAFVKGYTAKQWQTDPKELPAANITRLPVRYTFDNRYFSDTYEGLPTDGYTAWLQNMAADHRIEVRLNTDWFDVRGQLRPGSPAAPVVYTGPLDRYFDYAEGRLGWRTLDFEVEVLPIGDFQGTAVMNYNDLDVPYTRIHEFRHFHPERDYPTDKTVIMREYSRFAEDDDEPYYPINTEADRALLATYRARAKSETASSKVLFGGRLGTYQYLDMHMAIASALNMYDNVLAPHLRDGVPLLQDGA
# CCHF vOTU inh = blocks the CCHF virus ovarian tumor domain protease | AID 651958 | inhibition, % at 11.5 µM | actives 0.55% (n = 370,000) | CCHFV vOTU protease, Pep-AMC fluorescence; further: 0% = vehicle wells with enzyme and 100% = no enzyme wells
# Active calls of the source: *; ? = inconclusive; · = not tested or not shown. Unless noted, no stated cut-off is given here; in the data, active means inhibition above about 30%; inactive means the rest.
entry	Structure	Mtb FBA inh	BoNT F protease	Mtb BioA inh	FadD28 FP inh	BoNT A protease
1	Cc1cc(C)nc(N2CCC(C(=O)Nc3ccc(Oc4ccccc4)cc3)CC2)n1	-1	-2	-1.4	-0.7	0.5
2	CCCN1C(=O)c2ccccc2NC1c1ccc(Br)cc1 (stereo not drawn)	68*	1	2.8	-1.4	-1.5
3	CCOc1ccccc1NS(=O)(=O)N(C)C	1	-8	2.9	1.4	?
4	COc1ccc(-c2noc(CCN3C(=O)c4ccccc4C3=O)n2)cc1OC	2	-3	2.4	-0.5	-2.8
5	COc1ccc(CCC(=O)N2CCN(C3CCCCC3)CC2)cc1	-1	0	0.1	-3.7	0.3
6	COc1ccc(C2NC(=O)NC(C)=C2C(=O)Nc2cc(C)ccc2C)cc1OC (stereo not drawn)	3	-10	-1.8	0.3	-2.2
7	Nc1nc2c(c3c1c(=O)oc1ccccc13)CCCCC2	38*	-1	-1.1	-2.2	-0.4
8	O=C(COC(=O)c1ccccc1Br)NC(=O)NCc1ccccc1	-2	·	0.5	-2.4	·
9	Nc1c(C(=O)NCCN2CCOCC2)c2nc3ccccc3nc2n1CCc1ccccc1F	124*	-2	3.2	-17	12
10	COc1ccc([C@H]2CC(=O)C=C(c3ccc(Br)c4ccccc34)C2)cc1	-3	-10	-1.3	-0.6	-0.4
11	O=C(CC(C(=O)O)c1ccccc1)Nc1cccc2ccccc12 (stereo not drawn)	-2	-5	·	1.0	-0.3
12	COCCCn1c(SCC(=O)NC2CCS(=O)(=O)C2)nnc1-c1ccc(Cl)cc1 (stereo not drawn)	1	·	1.4	-3.6	·

entry	GDH-TPI counter	PrPC TRFRET	UGM FP inh	CCHF vOTU inh
1	3	-1	-3.1	-9
2	13	0	1.1	-88
3	12	-4	-0.9	21
4	3	-1	1.3	-4
5	-4	-7	0.7	-6
6	5	-3	-1.9	12
7	2	-1	-0.4	-21
8	-4	-2	2.5	-2
9	27	-8	-2.7	-98
10	8	-1	-1.8	4
11	10	-1	3.5	-12
12	-5	-5	2.1	11

# (listing goes on)
entry	Structure	Mtb FBA inh	BoNT F protease	Mtb BioA inh	FadD28 FP inh	BoNT A protease
13	CC(=O)NCCC(=O)N(Cc1ccccc1)c1nc2c(C)cccc2s1	-3	2	1.5	-15	1.8
14	COc1ccccc1-c1cc(C(=O)Nc2ccccc2SC)no1	0	-4	-0.2	-0.2	0.4
15	C=CCN(C(=O)CSc1nc2ccsc2c(=O)n1Cc1ccccn1)c1ccccc1	2	-8	·	-0.2	-0.3
16	CCOC(=O)[C@@H]1[C@H]2COc3ccc(Br)cc3[C@@H]2N2C(=O)N(c3ccc(Br)cc3)C(=O)[C@@]12C	0	-5	-0.7	-8.5	0.1
17	CSCCC(NS(=O)(=O)c1cccs1)C(=O)NCc1ccccc1 (stereo not drawn)	1	-2	·	-3.1	-0.3
18	CCOC(=O)c1c(NC(=O)COC(=O)c2ccc(O)cc2)sc(C(=O)NC)c1C	5	5	-11	-0.4	0.4
19	O=C(NC(Cc1cn(Cc2ccccc2)cn1)C(=O)O)OCC1c2ccccc2-c2ccccc21 (stereo not drawn)	1	3	·	-1.1	-0.7
20	CCC(Oc1ccccc1)C(=O)Nc1ncc([N+](=O)[O-])s1 (stereo not drawn)	-9	1	·	-1.0	-0.3
21	CCC(C)N(C(=O)c1csnn1)C(C(=O)NC1CCCC1)c1c(F)cccc1Cl (stereo not drawn)	0	-3	0.9	0.3	-2.0
22	c1ccc(-c2csc(-c3ccncc3)n2)cc1	5	-5	-0.2	-0.4	-0.9
23	Cc1cc(C)c(S(C)(=O)=O)c(S(=O)(=O)c2ccc(Cl)cc2)n1	-1	-7	·	0.7	0.2
24	Cc1ccc(OC(C)C(=O)N(C)Cc2ccccc2)c([N+](=O)[O-])n1 (stereo not drawn)	-3	-4	2.2	-1.0	-3.0

entry	GDH-TPI counter	PrPC TRFRET	UGM FP inh	CCHF vOTU inh
13	2	-2	1.1	0
14	19	7	-0.8	4
15	-3	-10	-0.2	-4
16	5	-3	-0.2	-12
17	-10	6	2.0	9
18	-8	-5	2.9	-4
19	·	·	·	·
20	1	-7	-0.1	18
21	5	2	2.8	15
22	2	-17	-1.4	5
23	-8	-5	2.2	3
24	12	-5	-2.2	4

# Quoted at random: 3 records from the list.
entry	Structure	Mtb FBA inh	BoNT F protease	Mtb BioA inh	FadD28 FP inh	BoNT A protease
9	Nc1c(C(=O)NCCN2CCOCC2)c2nc3ccccc3nc2n1CCc1ccccc1F	124*	-2	3.2	-17	12
6	COc1ccc(C2NC(=O)NC(C)=C2C(=O)Nc2cc(C)ccc2C)cc1OC (stereo not drawn)	3	-10	-1.8	0.3	-2.2
5	COc1ccc(CCC(=O)N2CCN(C3CCCCC3)CC2)cc1	-1	0	0.1	-3.7	0.3

entry	GDH-TPI counter	PrPC TRFRET	UGM FP inh	CCHF vOTU inh
9	27	-8	-2.7	-98
6	5	-3	-1.9	12
5	-4	-7	0.7	-6

# (next part)
entry	Structure	Mtb FBA inh	BoNT F protease	Mtb BioA inh	FadD28 FP inh	BoNT A protease
25	CN(C1CCCCC1)S(=O)(=O)c1ccc(C(=O)O)cc1	1	5	0.0	-3.3	0.2
26	CC(=O)c1ccc(OCc2cc(C(=O)N3CCCCCCC3)no2)cc1	5	3	0.9	0.2	0.5
27	Cn1cnnc1SCC(=O)Nc1ncc(C(F)(F)F)cc1Cl	7	2	0.0	2.8	-1.1
28	COc1ccccc1-n1cnc2cc(C(=O)NCCCN3CCOCC3)ccc21	0	-14	0.2	-1.2	0.4
29	O=C(COc1cccnc1[N+](=O)[O-])Nc1ccc(Cl)cc1F	0	-2	0.1	-7.6	-0.1
30	CCOC(=O)c1[nH]c2ccccc2c1NC(=O)c1ccc(S(=O)(=O)N2CCCC2)cc1	1	-3	0.2	-0.1	-0.5
31	Cc1ccc(OCc2cc(C(=O)N(C)Cc3cnc4ccccn34)no2)cc1C	1	-4	0.6	-1.7	0.1
32	Cc1ccccc1-c1nc(CS(=O)(=O)CC(=O)NCc2ccc(F)cc2)c(C)o1	0	-2	-1.3	-2.1	-0.9
33	COC(=O)CCC(=O)OC1(C)C(=O)C=C2C=C(C3CC3)N(CC3CC3)C=C2C1=O (stereo not drawn)	-2	-18	-0.9	-1.4	-0.1
34	COc1cc(OC)c(C(=O)C=Cc2ccc(OC)c(OC)c2)c(OC)c1	0	4	-2.3	-1.7	0.3
35	Cc1cccc(C)c1NC(=O)N1CCC(c2nc3ccccc3o2)CC1	-1	0	-0.3	-0.1	?
36	CCC(Sc1nc2ccccc2o1)C(=O)O (stereo not drawn)	-1	-4	·	·	-0.7

entry	GDH-TPI counter	PrPC TRFRET	UGM FP inh	CCHF vOTU inh
25	6	-5	-0.1	12
26	5	5	-1.2	-3
27	3	7	2.4	-6
28	4	-10	·	3
29	6	-16	-0.6	13
30	-7	-10	0.5	2
31	-5	13	-0.3	-7
32	-15	8	0.6	10
33	10	-10	0.7	11
34	35*	3	·	0
35	4	-2	-2.7	-4
36	-7	0	2.5	16

# Reprinted from the part before: three entries, then new ones.
entry	Structure	Mtb FBA inh	BoNT F protease	Mtb BioA inh	FadD28 FP inh	BoNT A protease
34	COc1cc(OC)c(C(=O)C=Cc2ccc(OC)c(OC)c2)c(OC)c1	0	4	-2.3	-1.7	0.3
35	Cc1cccc(C)c1NC(=O)N1CCC(c2nc3ccccc3o2)CC1	-1	0	-0.3	-0.1	?
36	CCC(Sc1nc2ccccc2o1)C(=O)O (stereo not drawn)	-1	-4	·	·	-0.7
37	Cc1cccc(COC[C@H](Cc2ccccc2)N2CCN(C(=O)c3cc(Cl)cc(Cl)c3)CCC2=O)c1	·	-8	·	·	1.1
38	Cc1cc(NC(=O)c2ccc(Cl)cc2)cc(C)c1OCC(=O)N1CCOCC1	0	2	1.0	-2.3	2.0
39	Cn1nccc1-c1ccc(C(=O)NCc2ccco2)c2occc12	3	-3	7.7	0.7	0.1
40	CC(C)C(=O)Nc1ccc(NC(=S)NC(=O)c2cc3ccccc3o2)cc1	1	-8	·	-2.3	-0.8
41	Cc1ccc(C(=O)C[n+]2ccccc2)cc1	5	5	-1.3	-3.1	1.8
42	O=C(c1c(F)cccc1F)N(Cc1ccccn1)C1CC1	1	8	-3.3	0.5	0.4
43	COc1ccc(NC(=O)CSc2nnnn2-c2ccc(OC)cc2)cc1	5	32	-1.6	-1.5	-0.1
44	Cc1ccc(N(C(=O)c2snc(C(N)=O)c2N)C(C(=O)NCC2CCCO2)c2ccc(C)o2)c(C)c1 (stereo not drawn)	23	7	-0.6	-0.7	-0.1
45	CSCCC(NS(=O)(=O)c1ccccc1)C(=O)Nc1nccs1 (stereo not drawn)	2	?	0.3	-1.1	-4.1
46	Cc1nnc(NC(=O)Nc2ccc(Cl)c(Cl)c2)s1	-2	-14	·	0.2	0.8
47	CC(NS(=O)(=O)c1ccccc1Cl)C1CC2CCC1C2 (stereo not drawn)	0	-9	-3.4	·	-1.5
48	CC(=O)N1CCN(C(=O)C2(NC(=O)Nc3cccc(F)c3)CCCCC2)CC1	1	-6	·	·	-2.3

entry	GDH-TPI counter	PrPC TRFRET	UGM FP inh	CCHF vOTU inh
34	35*	3	·	0
35	4	-2	-2.7	-4
36	-7	0	2.5	16
37	·	3	·	21
38	-10	-6	-3.7	3
39	-1	-1	·	12
40	4	-3	0.7	-9
41	0	-5	-3.6	-19
42	7	-5	-4.8	12
43	-2	6	1.0	28
44	4	-6	2.6	-10
45	-12	7	·	16
46	-1	-7	0.1	43*
47	-1	1	2.1	17
48	6	-3	-1.7	-4

# Going on with the list:
entry	Structure	Mtb FBA inh	BoNT F protease	Mtb BioA inh	FadD28 FP inh	BoNT A protease
49	O=C(O)CNS(=O)(=O)c1cc(Cl)c(Cl)cc1Cl	-1	3	-0.6	-0.4	0.4
50	CN(c1ccc(C(=O)Nc2ccccc2C(=O)N2CCCC2)cc1)S(C)(=O)=O	0	3	1.6	-1.1	0.0
51	COc1ccc(C2CC(C(F)(F)F)n3nc(C(=O)O)c(Br)c3N2)cc1 (stereo not drawn)	0	12	0.7	-1.5	1.2
52	COC(=O)c1c(NC(=O)CN2CCC3(O)CCCCC3C2c2ccccc2OC)sc(C)c1C (stereo not drawn)	-1	-3	-1.1	-0.6	-0.4
53	CC(C)CN(C(=O)COC(=O)c1ccc(Cl)nc1)c1c(N)n(Cc2ccccc2)c(=O)[nH]c1=O	0	0	0.2	-1.2	-0.3
54	CCN(CC)S(=O)(=O)c1cccc(C(=O)NNC(=O)c2ccc3[nH]c(=O)c(=O)[nH]c3c2)c1	3	10	0.0	-2.3	2.1
55	Cc1cnc(C(=O)N2CCN(S(=O)(=O)c3ccc(F)c(F)c3F)CC2)cn1	0	·	-0.6	-0.1	·
56	CC1=C(C(=O)OCc2ccccc2)C(c2cccnc2)n2nnnc2N1 (stereo not drawn)	6	12	4.7	-2.0	0.7
57	COC(=O)CC1=C(C(=O)OC)C2(C(=O)Nc3c(C)cccc32)C(C#N)=C(N)O1 (stereo not drawn)	-3	2	2.2	-1.4	?
58	O=C(c1ccc(F)cc1)C1CCN(C(=O)c2ccc(F)cc2)CC1	0	14	2.6	-1.4	1.4
59	O=C(NCc1ccc2c(c1)OCO2)c1c(O)c2cccc3c2n(c1=O)CCC3	2	2	-0.6	-0.5	0.6
60	S=C(c1cn(Cc2ccccc2)c2ccccc12)N1CCOCC1	2	0	·	-2.4	-1.1
61	O=C(N/N=C/C=C/c1ccccc1)c1ccncc1	2	0	-1.0	-0.2	-0.6
62	O=C(CN(c1ccccc1)S(=O)(=O)c1ccccc1)N1CCOCC1	0	-2	-0.5	-2.3	0.4

entry	GDH-TPI counter	PrPC TRFRET	UGM FP inh	CCHF vOTU inh
49	-1	-2	1.0	-5
50	-1	-6	-0.1	6
51	9	-1	0.4	2
52	7	1	-1.4	6
53	-6	-4	2.3	-12
54	9	2	-1.1	13
55	1	4	1.2	5
56	-1	1	1.8	11
57	9	-15	-0.9	-4
58	3	-5	0.4	-15
59	0	-2	3.8	2
60	3	3	2.0	6
61	37*	-13	0.7	16
62	-7	2	1.7	8
